From PubChem BioAssay
Scp-1 inhibitor – blocks human Scp-1 phosphatase activity. Recombinant Scp1, phosphopeptide, malachite green phosphate absorbance. Q9GZU7. inhibition, % at 20 µM. 0.88% of 340,000 active;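 active means inhibition above about 50% at 20 µM, limit read from the data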;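 further: plate controls were DMSO wells with enzyme for no effect and wells lacking enzyme for full effect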
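Incubation: 45 min enzyme reaction at room temperature / System: truncated SCP-1 phosphatase (76-261aa) / Reagent: Phospho 17-mer peptide substrate / Buffer or medium: Acidic Tris acetate buffer with magnesium and detergent / Signal: absorbance at 630 nm / Doses: one concentration, 20 µM, with 1.0% DMSO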
SUMO1-SIM PPI – modulators of human SUMO1-mediated protein-protein interactions; AID 602429; P63165; inhibition, % at 20 µM; 0.33% of 360,000 active; SUMO1 binding to a labelled peptide, TR-FRET, 1 h; in the data active means inhibition above about 37%
Rpn11 block – blocks the human proteasome subunit Rpn11; O00487; human 26S proteasome, Ub4-pepOG fluorescence polarization; 20S core pre-blocked with epoxomicin; calls only at 20 µM; 0.59% of 360,000 active;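 active means inhibition at 20 µM, scaled to each plate's controls, above about 33%, limit read from the data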
DNMT1 block – blocks human DNA methyltransferase DNMT1; P26358; DNMT1 molecular beacon, Hinp1I cleavage, fluorescence; inhibition (reported as % activation of signal), % at 10 µM; 0.83% of 360,000 active; in the data active means inhibition above about 50%
Target sequence (P26358 504-1616 limits assumed): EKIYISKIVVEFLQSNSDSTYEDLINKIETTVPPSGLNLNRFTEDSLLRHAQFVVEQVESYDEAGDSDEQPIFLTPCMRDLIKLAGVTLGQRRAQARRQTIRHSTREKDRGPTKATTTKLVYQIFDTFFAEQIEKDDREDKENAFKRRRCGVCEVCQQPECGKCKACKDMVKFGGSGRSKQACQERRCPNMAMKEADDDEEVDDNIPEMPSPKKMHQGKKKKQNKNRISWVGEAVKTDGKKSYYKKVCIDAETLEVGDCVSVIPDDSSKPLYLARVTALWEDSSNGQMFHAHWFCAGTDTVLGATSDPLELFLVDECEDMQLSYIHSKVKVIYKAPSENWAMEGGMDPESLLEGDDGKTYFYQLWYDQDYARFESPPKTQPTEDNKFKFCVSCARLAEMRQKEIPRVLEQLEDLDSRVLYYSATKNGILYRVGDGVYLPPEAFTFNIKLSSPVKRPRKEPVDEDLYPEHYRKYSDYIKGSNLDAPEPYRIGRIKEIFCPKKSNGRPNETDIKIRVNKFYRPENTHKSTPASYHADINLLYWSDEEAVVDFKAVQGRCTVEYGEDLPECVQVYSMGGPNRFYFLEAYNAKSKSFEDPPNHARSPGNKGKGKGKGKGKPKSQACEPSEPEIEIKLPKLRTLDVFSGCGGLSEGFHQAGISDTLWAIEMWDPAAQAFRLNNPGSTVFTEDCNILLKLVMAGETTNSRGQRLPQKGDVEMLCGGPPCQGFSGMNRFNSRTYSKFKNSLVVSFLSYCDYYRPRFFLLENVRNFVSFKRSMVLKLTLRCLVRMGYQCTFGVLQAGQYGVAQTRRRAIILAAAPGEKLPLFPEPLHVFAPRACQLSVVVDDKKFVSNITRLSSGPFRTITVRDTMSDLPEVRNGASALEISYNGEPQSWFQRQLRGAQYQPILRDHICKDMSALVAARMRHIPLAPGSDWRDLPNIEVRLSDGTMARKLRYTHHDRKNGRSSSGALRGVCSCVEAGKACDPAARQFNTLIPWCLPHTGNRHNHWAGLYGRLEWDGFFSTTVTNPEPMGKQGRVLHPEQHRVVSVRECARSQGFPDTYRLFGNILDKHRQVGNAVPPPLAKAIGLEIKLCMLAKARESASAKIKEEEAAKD
Neddylation inh – blocks human cullin neddylation. TR-FRET cullin neddylation, biochemical. 0.58% of 360,000 active. calls only at 25 µM. P61081+Q13564; in the data active means inhibition above about 36%
LMPTP block – blocks human LMPTP phosphatase; AID 651560; 0.22% of 360,000 active; recombinant LMPTP-A, OMFP fluorogenic substrate, fluorescence intensity; inhibition, % at 20 µM;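 active means compounds that cut the enzyme signal by at least half of the control window in the single-dose screen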;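 further: plate controls were DMSO wells with enzyme plus substrate for no effect and substrate without enzyme for full effect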
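Test system: LMPTP-A phosphatase enzyme; input: 0.625 nM LMPTP-A final; reagent: OMFP substrate, 400 µM final; compound dosing: 20 µM single dose, 3% DMSO; incubation: 50 min dark incubation at room temperature; measured by: endpoint fluorescence intensity from OMFP dephosphorylation; measure: % inhibition relative to no-enzyme and uninhibited control wells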
Rin1 Abl inh – blocks binding of human Rin1 to Abl | inhibition, % at 7.35 µM | TR-FRET Rin1/Abl binding, biochemical | 0.4% of 360,000 active | P00519+Q13671; in the data active means inhibition above about 5%, passing the limit was not always enough
STEP block – blocks human striatal-enriched tyrosine phosphatase | P54829 | inhibition, % at 20 µM | 0.25% of 360,000 active | AID 588621 | recombinant STEP, OMFP fluorogenic substrate, fluorescence;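 active means inhibition at 20 µM, scaled per plate between control wells, above about 37%, limit read from the data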;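 further: 0% = DMSO with enzyme and substrate and 100% = substrate only without enzyme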
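Assay system: isolated STEP enzyme. Buffer or medium: pH 6.0 Bis-Tris with DTT and Tween 20. Also added: fluorogenic phosphatase substrate OMFP at 25 µM final. Dosing: 20 µM, 1% DMSO. Timing: 20 min reaction, room temperature, in the dark. Measured by: fluorescence intensity, excitation 480 nm, emission 540 nm. Evaluation: normalized % inhibition.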
CSN inh – inhibitors of human CSN-mediated cullin deneddylation. 0.38% of 360,000 active. inhibition, % at 12.5 µM. Purified CSN, SCF-Nedd8-OG deneddylation, fluorescence polarization. Q92905. AID 651999;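 active means pattern-corrected inhibition above about 35%, with an unprinted fluorescence ratio check between 0.5 and 1.5, limit read from the data, passing the limit was not always enough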;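 further: 0% = enzyme with substrate and 100% = substrate without enzyme; some results filed as inactive read as strong as hits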
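Test system: Human Csn5 produced in HEK293T cells | Compound: 12.5 µM single point | Times: 90 min, room temperature | Signal: Fluorescence polarization readout | Read-out basis: % inhibition of substrate cleavage by Csn5 | Controls: no-enzyme wells high, enzyme-with-substrate wells low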
NadD block – blocks S. aureus nicotinate mononucleotide adenylyltransferase. purified NadD enzyme, colorimetric absorbance read-out. inhibition, % at 20 µM. 0.78% of 360,000 active. AID 602399; in the data active means inhibition above about 26%; further: some compounds past the cut are filed as inactive
* marks the source's active call; other numbers are inactive results; i = inactive; / = not tested or not shown.

Sample of the layout:
SMILES	Scp-1 inhibitor	SUMO1-SIM PPI	Rpn11 block	DNMT1 block	Neddylation inh	LMPTP block	Rin1 Abl inh	STEP block	CSN inh	NadD block
CCOC(=O)C1=C(c2ccccc2)c2ccccc2OC1C(=O)OCC (centres undefined)	-4.0	-1.2	i	2.3	i	1.8	2.0	-1.2	0.0	-8.1
COc1ccc(S(=O)(=O)n2nc(OC(=O)c3cccs3)cc2NC(=O)c2cccs2)cc1	-12.8	7.6	i	23.4	i	0.2	-0.3	0.9	-2.2	-9.1
O=C(NCC(=O)N(c1ccccc1)C(C(=O)NC1CCCC1)c1ccncc1)c1ccco1 (centres undefined)	3.3	-0.1	i	2.5	i	0.1	-0.3	-5.1	0.2	-4.4
CC(=O)N1CCN(S(=O)(=O)c2cccc(C(=O)Nc3ccc(F)c(F)c3)c2)CC1	-3.8	3.0	i	-0.2	i	-0.5	1.2	-1.1	-4.0	-6.3
COC(=S)Nc1cccc(C(F)(F)F)c1	0.1	1.0	i	4.6	i	1.7	-1.2	-2.6	-4.3	1.4
Cc1ccc(S(=O)(=O)ON=C2CCN(S(=O)(=O)c3ccccc3)CC2)cc1	-1.1	-3.6	i	2.2	i	-4.3	1.0	1.8	0.5	3.4
CC(=O)c1sc2nc(-c3ccccc3)cc(C)c2c1N	0.1	-32.7	i	0.7	i	1.9	-4.9	2.0	0.2	-7.9
O=C(N/N=C/c1cccn1-c1cccc(C(=O)O)c1)Nc1ccccc1	64.2*	4.1	i	85.1*	i	1.5	-3.2	-0.6	11.3	3.5
COc1ccc(N2C(=O)CSC23C(=O)N2CCCc4cccc3c42)cc1 (centres undefined)	-2.5	2.4	i	-6.3	i	-0.3	-7.8	-1.0	-2.8	1.1

This part in full, from the start:
SMILES	Scp-1 inhibitor	SUMO1-SIM PPI	Rpn11 block	DNMT1 block	Neddylation inh	LMPTP block	Rin1 Abl inh	STEP block	CSN inh	NadD block
CCOC(=O)C1=C(c2ccccc2)c2ccccc2OC1C(=O)OCC (centres undefined)	-4.0	-1.2	i	2.3	i	1.8	2.0	-1.2	0.0	-8.1
COc1ccc(S(=O)(=O)n2nc(OC(=O)c3cccs3)cc2NC(=O)c2cccs2)cc1	-12.8	7.6	i	23.4	i	0.2	-0.3	0.9	-2.2	-9.1
O=C(NCC(=O)N(c1ccccc1)C(C(=O)NC1CCCC1)c1ccncc1)c1ccco1 (centres undefined)	3.3	-0.1	i	2.5	i	0.1	-0.3	-5.1	0.2	-4.4
CC(=O)N1CCN(S(=O)(=O)c2cccc(C(=O)Nc3ccc(F)c(F)c3)c2)CC1	-3.8	3.0	i	-0.2	i	-0.5	1.2	-1.1	-4.0	-6.3
COC(=S)Nc1cccc(C(F)(F)F)c1	0.1	1.0	i	4.6	i	1.7	-1.2	-2.6	-4.3	1.4
Cc1ccc(S(=O)(=O)ON=C2CCN(S(=O)(=O)c3ccccc3)CC2)cc1	-1.1	-3.6	i	2.2	i	-4.3	1.0	1.8	0.5	3.4
CC(=O)c1sc2nc(-c3ccccc3)cc(C)c2c1N	0.1	-32.7	i	0.7	i	1.9	-4.9	2.0	0.2	-7.9
O=C(N/N=C/c1cccn1-c1cccc(C(=O)O)c1)Nc1ccccc1	64.2*	4.1	i	85.1*	i	1.5	-3.2	-0.6	11.3	3.5
COc1ccc(N2C(=O)CSC23C(=O)N2CCCc4cccc3c42)cc1 (centres undefined)	-2.5	2.4	i	-6.3	i	-0.3	-7.8	-1.0	-2.8	1.1
CN1CCN(Cc2c(O)ccc3c2oc(=O)c2ccccc23)CC1	-1.6	1.5	i	5.2	i	-3.4	-5.5	-1.2	0.6	-9.3
CCOc1cc2[nH]c(=O)n(Cc3ccccc3)c(=O)c2cc1OCC	24.0	-0.4	i	-3.2	i	0.1	3.8	-2.5	2.8	-4.9
Cc1ccc(S(=O)(=O)N(C)/N=C/c2ccc(N(C)C)cc2)cc1	-9.1	-7.1	i	-4.8	i	2.1	-2.4	3.7	1.3	0.1
c1ccc2cc(N3CCCCC3)ccc2c1	-2.2	-0.8	i	1.8	/	0.2	2.7	2.0	2.0	-1.4
O=C(O)[C@H]1CC=C[C@H]2CCN(Cc3ccc(Cl)c(Cl)c3)C(=O)[C@@H]12	15.4	4.0	i	1.3	i	-1.3	0.7	3.5	-4.7	-6.3
Cc1ccccc1C(=O)c1cccn1CC(=O)NCc1ccco1	0.6	0.8	i	2.1	i	0.3	0.5	-13.4	-2.8	-4.3
CCOc1cc(N2CCOCC2)c(OCC)cc1NC(=O)CN1C(=O)C2C3C=CC(C3)C2C1=O (centres undefined)	7.4	-1.0	i	7.2	i	2.0	0.8	-0.8	-0.8	-6.2
CSc1cccc(NC(=O)CCNS(=O)(=O)c2ccc3[nH]c(=O)oc3c2)c1	2.9	-1.7	i	1.6	i	-1.3	5.0	0.9	4.5	2.4
O=C(CCCn1c(=S)[nH]c2ccsc2c1=O)NC1CCCCC1	-7.4	2.4	i	-0.7	i	2.7	-1.1	-0.6	-0.8	0.5
CN1CCN(C(=O)c2ccc(CN(c3ccccc3)S(=O)(=O)c3ccccc3)cc2)CC1	0.9	0.6	i	-2.6	i	1.7	4.2	1.6	-1.0	-11.4
CC(C)C[C@H](N)C(=O)N1CCC(C(=O)N[C@H](C(=O)NC(C)c2ccccc2)C(C)C)CC1 (some centres undefined)	4.1	3.3	i	-3.8	i	-1.1	-2.1	-2.4	-4.2	-9.9
Fc1ccc2cnc(CCO[C@H]3CCCCO3)cc2c1	7.5	1.4	i	11.9	i	-1.0	4.6	-4.1	-1.2	-2.1
Cc1ccc(NC(=O)Cc2nnc(SCC(=O)Nc3nncs3)n2C)cc1	-3.1	0.1	i	-2.6	i	-1.6	1.6	-1.9	3.3	-4.7
Fc1cccc(Cc2c(-c3cccc(Cl)c3)nc3ccc(Cl)cn23)c1	/	4.0	i	-0.6	i	0.8	-1.0	-0.4	4.1	22.5
S=C(N/N=C/c1ccc2ncccc2c1)Nc1ccccc1	-9.4	-11.4	i	-4.8	i	3.8	-0.8	1.0	3.7	-8.1
Cc1cc(C)c(S(=O)(=O)N(C)CC(=O)NCc2ccncc2)c(C)c1	5.2	1.9	i	5.9	i	2.5	4.5	-0.5	-17.6	3.8

Next section
SMILES	Scp-1 inhibitor	SUMO1-SIM PPI	Rpn11 block	DNMT1 block	Neddylation inh	LMPTP block	Rin1 Abl inh	STEP block	CSN inh	NadD block
S=C1NCN(C2CCCCC2)CN1CCc1ccccc1	0.9	0.1	i	1.5	i	-0.5	-2.5	8.9	-6.1	0.5
CCOc1ccccc1N1CC(C(=O)Nc2cc(Cl)ccc2-n2cncn2)CC1=O (centres undefined)	2.2	1.2	i	6.4	i	0.2	1.3	1.1	5.3	5.6
Cc1ccc2c(c1)CC(C)N2S(=O)(=O)c1nnc(NC(=O)CC(C)C)s1 (centres undefined)	-8.0	5.2	i	7.4	i	-1.1	1.0	-1.7	-0.3	13.9
O=C(c1ccco1)N1CCCC(c2nc3c(nnn3Cc3cccc(Cl)c3)c(=O)[nH]2)C1 (centres undefined)	3.1	2.0	i	1.6	i	0.9	0.7	2.2	-3.1	7.9
CC(=O)N1CCCc2cc(S(=O)(=O)N(C)CC(=O)Nc3ccccc3)ccc21	/	-2.1	i	3.7	i	-0.4	1.1	-0.4	-1.4	-0.2
CC1CC1C(=O)Nc1nc(-c2ccccn2)cs1 (centres undefined)	-5.9	3.6	i	-4.0	i	-1.7	-2.5	5.5	-0.1	3.9
Cc1cccc(C(=O)NCC(=O)NC2CCC(C)CC2)c1 (centres undefined)	-4.2	-1.4	i	2.2	i	0.7	-2.7	-2.5	24.8	1.0
O=C(O)/C=C\C(=O)NCc1ccccc1	4.6	-0.4	i	2.0	i	-1.3	0.1	-1.4	9.1	1.6
O=C1C2CC(O)CN2C(=O)N1c1ccccc1 (centres undefined)	-1.3	3.1	i	-2.8	i	-0.5	-0.2	0.2	-1.6	0.0
COc1ccc(CCNC(=O)C2CCCN(c3ncccn3)C2)cc1 (centres undefined)	2.2	3.4	i	-0.1	i	0.1	1.3	-4.3	8.0	-4.1
CSCC[C@H](NC(=O)c1ccc2ccccc2c1)C(=O)N1CCC2(CC1)NCCc1[nH]cnc12	-3.8	-6.8	i	0.2	i	-2.5	-1.0	-1.3	-2.8	-11.2
COCCN(C(=O)c1ccc(N2CCCC2=O)cc1)c1c(N)n(Cc2ccccc2)c(=O)[nH]c1=O	2.0	0.3	i	3.5	i	-1.2	0.2	-1.3	-7.4	-1.6
CCc1nnc(NC(=O)c2ccc(Cl)c(S(=O)(=O)N3CCc4ccccc43)c2)s1	7.0	12.4	i	2.7	i	3.1	0.9	-0.2	1.0	26.7
CCOc1cc(C(=O)Nc2cccc(OCC(=O)N3CCOCC3)c2)cc(OCC)c1OCC	0.9	2.7	i	3.6	i	-1.3	2.8	-3.9	4.3	-1.6
COc1cc2c(cc1OC)C1(CCCC1)C(N)=C2C#N	-4.2	-9.9	i	-3.8	i	-0.2	-0.9	-12.5	3.0	4.4
CCOC(=O)N1CCc2c(sc(NC(=O)Cc3ccccc3)c2C(=O)c2ccc(OC)cc2)C1	-10.7	-2.9	i	-3.8	i	4.1	-4.4	-0.1	-3.2	-9.6
CC12CCC(C[N+](C)(C)C1)C2(C)C (centres undefined)	85.9*	-2.9	i	0.5	i	-1.0	1.8	0.0	7.3	12.2
CCCCCn1c(SCCC(C)C)nc2c1c(=O)[nH]c(=O)n2C	-14.5	0.8	i	-3.5	i	3.8	1.2	10.7	-0.9	5.1
N#CCN=C(c1ccccc1)c1ccccc1	-0.3	-0.7	i	5.8	i	-0.2	1.2	-1.4	1.0	0.6
COCCCNc1nc(N)c([N+](=O)[O-])c(NC2CCCCC2)n1	1.4	-0.3	i	-4.5	i	2.1	1.9	-3.7	0.9	-8.8
Clc1ccc(-n2ncc3c(NCc4cccs4)ncnc32)cc1	-6.8	0.4	i	0.0	i	3.1	2.4	11.3	-6.5	10.2
CCOC1Cc2ccccc2N(C(N)=O)c2ccccc21 (centres undefined)	8.2	1.5	i	2.1	i	-0.3	5.1	-3.8	0.3	4.7
O=C(Nc1c2c(nn1-c1ccc(F)cc1)CS(=O)(=O)C2)c1ccc(Br)o1	-0.3	-1.4	i	3.1	i	-0.9	-4.4	-1.7	-7.4	-0.8
CN(C)S(=O)(=O)c1ccc(C(=O)NCCSc2ccccc2)cc1	-4.9	-5.3	i	1.1	i	0.1	0.2	-5.9	1.8	-6.9
Cc1cc(C(=O)NC2CCCC2)on1	-16.1	-0.1	i	1.5	i	-1.0	0.3	0.6	3.6	3.6
Cn1cccc1/C=C(/C#N)C(N)=S	-11.6	-21.9	i	0.6	i	-1.1	-13.6	-0.4	-3.3	-7.3
COC(=O)c1ccccc1NC(=O)C12CCC(C)(C(=O)O1)C2(C)C (centres undefined)	-4.0	-2.7	i	-1.4	i	-0.1	0.8	-1.0	0.6	-1.5
